# HP1b chromo inh: blocks HP1-beta chromodomain binding to methylated histone tails; actives 0.56% (n = 390,000); Potency, µM (series often up to 114 µM), without a hit: at the top dose activity change, negative = inhibition, usual class: inhibitors; AlphaScreen HP1-beta / biotin-H3K9me3 peptide binding; note: potency is the fitted concentration of half-maximal effect; nearly all actives have a fitted effect of over 70% in size; inactives centre near 23
# Target sequence (P83916 whole entry, looked up): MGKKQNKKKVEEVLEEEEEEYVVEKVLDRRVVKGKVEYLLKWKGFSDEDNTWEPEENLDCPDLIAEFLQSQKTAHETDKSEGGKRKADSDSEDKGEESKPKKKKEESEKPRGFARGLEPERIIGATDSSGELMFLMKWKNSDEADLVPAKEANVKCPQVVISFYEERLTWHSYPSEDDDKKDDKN
#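 Compound inhibition of the preformed complex between 50 nM HP1-beta and 50 nM biotinylated H3K9me3 peptide was read by AlphaScreen. Buffer was PBS pH 7.4 with 0.01% Tween-20. Incubations ran 30 min at room temperature, with 10 ug/mL donor/acceptor beads.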
# PGK inhibitor: T. brucei PGK inhibition | PGK/GAPDH coupled, Kinase-Glo luminescence, 60 min | AID 602233 | P07378 | Potency, µM (doses to about 57.5 µM), for inactives: top-dose activity change, negative = inhibition, hits mostly inhibitors | actives 0.043% (n = 380,000); note: potency is the fitted concentration of half-maximal effect; % is set by controls: 0 for no effect and ±100 for the full control effect; nearly all actives have a fitted effect of over 60% in size
#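 Luminescent ATP detection (Kinase-Glo Plus) follows a 60-minute room-temperature incubation, with wells lacking PGK as controls. Buffer: 100 mM TEA (pH 7.6), 5 mM MgCl2, 0.01% Tween-20. Coupling enzyme GAPDH (100 nM final) supplies unstable 1,3-BPG in-well.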
# Pin1 inhibitor: blocks the human prolyl isomerase Pin1. Q13526. Pin1 FP peptide displacement, HiFluor488, 10 min. Potency, µM (top dose mostly 115 µM), for the others: top-dose activity, negative = inhibition, hits mostly inhibitors. actives 0.009% (n = 390,000). AID 504891; active = well fitted inhibition curve with a large enough effect in the polarisation, with a control signal flat, not every such curve was filed as active; inconclusive = small, poorly fitted or top-dose-only effect, or effect the other way, or a change in a side signal; inactive = no such curve, though single readings can be large or run the other way; the % refers to the polarisation; note: potency is the fitted concentration of half-maximal effect; % is set by controls: 0 for no effect and ±100 for the full control effect
# Target sequence (Q13526 whole entry, looked up): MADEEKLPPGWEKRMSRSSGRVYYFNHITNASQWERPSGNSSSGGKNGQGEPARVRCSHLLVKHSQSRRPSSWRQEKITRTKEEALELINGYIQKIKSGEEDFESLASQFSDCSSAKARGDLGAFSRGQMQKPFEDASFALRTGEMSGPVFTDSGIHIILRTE
# G9a block: G9a (human) methyltransferase inhibition | Potency, µM (top dose mostly 102 µM), for inactives: at the top dose activity, negative = inhibition, hits mostly inhibitors | G9a H3K9 monomethylation, AlphaScreen, 2 h | Q96KQ7 | actives 8.8% (n = 350,000); note: potency is the fitted concentration of half-maximal effect; % is set by controls: 0 for no effect and ±100 for the full control effect; nearly all actives have a fitted effect of over 75% in size
#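 Signal arises when biotinylated H3K9 peptide, once monomethylated, bridges streptavidin donor and antibody-captured acceptor beads. Enzyme at 20 nM was preincubated 15 min with test compounds; peptide 500 nM and SAM 20 uM then reacted for 2 h.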
# BAZ2B inh: blocks human BAZ2B | Q9UIF8 | Potency, µM (highest dose often 114 µM), for the others: at the highest dose activity change, negative = inhibition, hits mostly inhibitors | actives 4.4% (n = 360,000) | AlphaScreen BAZ2B-H3K14Ac peptide displacement; note: potency is the fitted concentration of half-maximal effect; % is set by controls: 0 for no effect and ±100 for the full control effect; nearly all actives have a fitted effect of over 60% in size
#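 AlphaScreen displacement of biotin-H3(5-23)K14Ac peptide (50 nM final) from BAZ2B (50 nM final) in PBS pH 7.4, 0.01% Tween-20; complex preformed 30 min RT, then compounds (top 110 uM) 30 min RT, beads 20 min dark.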
# JMJD2A Tudor: blocks the human JMJD2A Tudor domain; O75164; AlphaScreen JMJD2A-Tudor / H3K4me3 peptide binding; Potency, µM (top dose mostly 114 µM), for inactives: top-dose activity change, negative = inhibition, hits mostly inhibitors; actives 4.4% (n = 390,000); AID 504339; note: potency is the fitted concentration of half-maximal effect; % is set by controls: 0 for no effect and ±100 for the full control effect; nearly all actives have a fitted effect of over 50% in size
# GLS inh: inhibitors of human glutaminase (GLS). O94925. GLS enzymatic activity, qHTS titration. Potency, µM (series often up to 45.5 µM), for inactives: top-dose activity change, negative = inhibition, actives largely listed as inhibitors. actives 0.21% (n = 410,000). AID 624170; note: potency is the fitted concentration of half-maximal effect; % is set by controls: 0 for no effect and ±100 for the full control effect
#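 Glutamate formation by hKGA was monitored fluorometrically using coupled glutamate oxidase, HRP and Amplex Red. Substrate was added as 1 mM L-glutamine solution; incubation was 30 min at RT after an initial read.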
# PI4K2A inh: PI4K2A (human) kinase inhibition | Q9BTU6 | purified PI4K2A, ADP-Glo luminescence, 1 h; stronger effect = lower value | activity change, negative = inhibition, % at 76.9 µM | actives 0.13% (n = 420,000); in the data active = activity change below about -50%; inconclusive = mostly about -30% to -49%;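 note: -100% = wells without enzyme as full effect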
#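 PI4K2A activity was measured by ADP-Glo luminescence: enzyme (4 ug/mL stock) and phosphatidylinositol (1.2 mM stock) in Tris pH 7.5/MgCl2/EGTA/Triton X-100 buffer were reacted with ATP (300 microM stock) for one hour at ambient temperature.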
# Pol eta inh: inhibitors of human DNA polymerase eta; recombinant Pol eta, fluorescent DNA replication assay; Potency, µM (highest dose often 114 µM), without a hit: at the highest dose activity change, negative = inhibition, hits mostly inhibitors; actives 1.2% (n = 390,000); Q9Y253; AID 588591; note: potency is the fitted concentration of half-maximal effect; % is set by controls: 0 for no effect and ±100 for the full control effect
# Target sequence (Q9Y253 whole entry, looked up): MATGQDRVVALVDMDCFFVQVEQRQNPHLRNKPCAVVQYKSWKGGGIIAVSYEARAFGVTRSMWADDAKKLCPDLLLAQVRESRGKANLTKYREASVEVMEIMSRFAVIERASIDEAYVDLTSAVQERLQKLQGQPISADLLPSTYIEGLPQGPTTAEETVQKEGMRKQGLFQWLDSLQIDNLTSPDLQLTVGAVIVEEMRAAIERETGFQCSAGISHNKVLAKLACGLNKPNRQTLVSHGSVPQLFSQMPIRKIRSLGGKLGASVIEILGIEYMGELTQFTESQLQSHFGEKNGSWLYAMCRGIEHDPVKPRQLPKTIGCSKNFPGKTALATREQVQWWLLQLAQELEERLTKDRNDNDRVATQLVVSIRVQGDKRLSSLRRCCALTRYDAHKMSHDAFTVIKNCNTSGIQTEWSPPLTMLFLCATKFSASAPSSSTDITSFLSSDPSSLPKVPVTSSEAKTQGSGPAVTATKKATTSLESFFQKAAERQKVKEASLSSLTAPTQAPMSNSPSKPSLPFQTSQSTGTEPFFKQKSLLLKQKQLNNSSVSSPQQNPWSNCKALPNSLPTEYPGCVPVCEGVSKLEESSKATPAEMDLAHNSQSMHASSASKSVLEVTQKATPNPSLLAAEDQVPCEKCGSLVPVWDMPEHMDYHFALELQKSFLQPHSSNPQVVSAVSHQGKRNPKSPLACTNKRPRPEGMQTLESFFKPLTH
#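 Pol eta at 10 nM preincubated with compounds 15 min at room temperature; reaction started with fluorescent substrate (50 nM final) and read kinetically at 0 and 10 min.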
# Active calls of the source: *; i = inactive; ? = inconclusive; / = no result given; & = joins results of further samples; [ ] = another dose, or the depositor's remark. Unless noted, calls come from the whole dose curve; as a rule, active = well fitted curve in the direction sought with a large enough effect; inconclusive = small, poorly fitted or top-dose-only effect, or another doubt; inactive = no such curve, though single readings can be large; an effect the other way counts as inactive or inconclusive. Only part of the results is shown; count on the stated rates, not on these rows.
entry	mol	PI4K2A inh	PGK inhibitor	BAZ2B inh	GLS inh	Pol eta inh	Pin1 inhibitor	HP1b chromo inh	G9a block	JMJD2A Tudor
1	Cc1ccc(C(=O)NNC(=O)C2CCN(C(=O)OC(C)(C)C)CC2)cc1	2	-3%	-28%	-3%	-14%	-7%	74%[activator]	?	-22%
2	CCN(c1ccccc1)S(=O)(=O)c1ccc(C(=O)N2CCOCC2)cc1	-1	3%	/	1%	-19%	3%	32%	/	-2%
3	O=C(Nc1ccc(C(=O)Nc2ccccc2Cl)cc1)c1cccnc1	-1	-6%	-17%	-9%	-12%	-1%	36%	?	-6%
4	NC1=NC[C@H](Cc2ccc(O)cc2)N1CCC12CC3CC(CC(C3)C1)C2	-5	-9%	-20%	13%	-5%	0%	12%	9%[59 µM]	-27%
5	COc1ccc(-n2c(=S)[nH]c3cc(C(=O)Nc4ccc(F)cc4)ccc3c2=O)c(OC)c1	2	i	-15%	-18%	-8%	7%	25%	-10%	-27%
6	Cc1onc(-c2c(F)cccc2Cl)c1C(=O)Nc1nnc(C(F)(F)F)s1	-8	-5%	-16%	7%	-10%	-6%	17%	-18%	7%
7	Cc1ccc([C@H]2C[C@@H](O)[C@H](n3cc(-c4ccc(F)cc4)nn3)CN2C(=O)C2CCCCC2)cc1	-5	0%	/	1%	-29%	/	/	/	/
8	O=C1C(=O)N(Cc2cccc([N+](=O)[O-])c2)c2ccccc21	21	-3%	-25%	8%	-24%	-6%	-2%	12%[59 µM]	-16%
9	CCc1noc(C)c1C(=O)OCC(=O)NCCc1ccc(OC)cc1	-2	10%	3%	16%	-3%	5%	17%	?	0%
10	COc1ccc(-c2cn3c(n2)sc2cc(C(=O)NCC(C)c4ccccc4)ccc23)cc1 (centres undefined)	-2	i	-17%	1%	-12%	14%	37%	-4%[59 µM]	-6%
11	O=c1c([N+](=O)[O-])cn(Cc2ccccc2)c(=O)n1Cc1ccccc1	-8	-9%	/	3%	?	0%	2%[57 µM]	/	-17%
12	COc1ccccc1CNC(=O)C1CCCN(S(=O)(=O)c2c(C)[nH]c(=O)[nH]c2=O)C1 (centres undefined)	-4	i	8%	2%	-16%	-2%	18%	?	-8%
13	Cc1ccc(C)c(NC(=S)N(Cc2ccc(Cl)cc2)Cc2ccc(C(=O)O)cc2)c1	-14	3%	-1%	20%	-11%	-13%	27%	-20%	-12%
14	CC(C)c1ccc(NC(=O)N2CCc3ccccc3C2)cc1	-4	0%	-3%	6%	-1%	-8%	27%	-3%	2%
15	FC(F)(F)c1cc(CCN2CCNC[C@@H]2c2ccccc2)cc(C(F)(F)F)c1	6	-2%	/	10%	-14%	6%	-11%	/	-30%
16	CC1CN(C(=O)c2ccccc2)c2ccccc2NC1=O (centres undefined)	0	3%	13%	5%	-14%	2%	41%[activator]	-13%[59 µM]	1%
17	COc1ccccc1/C=C/C(=O)N1CCCC1	3	-9%	?	-1%	-9%	?	19%	-4%[59 µM]	-10%
18	O=C(CCN1C(=O)c2ccccc2S1(=O)=O)Nc1ccc2c(c1)OCCO2	2	-3%	39%[activator]	0%	-1%	4%	18%	-23%[2.33 µM]	0%
19	COc1cccc(OCCOc2c(OC)cccc2OC)c1	0	i	51%[activator]	16%	-11%	2%	159%	13%[12.7 µM]	67%[activator]
20	CSc1ccc(CNC(=O)c2ccccc2NC(=O)c2nsc3ccccc23)cc1	-1	-3%	-11%	1%	15%	5%	4%[57 µM]	-20%[59 µM]	-8%
21	O=C(Nc1cccc(Cl)c1)Nc1nc(-c2ccc(Cl)cc2)cs1	14	5%	-23%	20%	-8%	1%	13%	/	-10%
22	COc1ccc(NC(=O)CSc2nnc(-c3nonc3NC(C)=O)n2-c2ccccc2)cc1	-1	-4%	-16%	4%	-21%	-1%	16%	-1%[59 µM]	-11%
23	CC(NC(=O)CSc1ccccc1C(=O)O)C1CC2CCC1C2 (centres undefined)	-3	-7%	/	10%	-16%	-8%	38%	-2%	-4%
24	CCCn1nc(C(=O)Nc2ccc(-n3cnnn3)cc2)c2ccccc2c1=O	0	-1%	12%	14%	4%	19%	4%	-32%	-13%
25	COC(=O)c1cc(C)c(C)cc1NC1OC(CO)C(O)C1O (centres undefined)	-1	-3%	/	6%	-9%	-3%	29%	/	0%
26	Oc1ccc(N=Nc2ccc(Br)cc2)c(O)c1	5	-3%	25µM*	-3%	-9%	0%	-9%	?	-34%
27	COc1ccccc1N(CC(O)Cn1nc(C)cc1C)S(=O)(=O)c1ccccc1 (centres undefined)	1	6%	-18%	-3%	-22%	4%	25%	6%	1%
28	COc1ccc(CCNC2CCc3ccccc3C2)cc1 (centres undefined)	-4	-6%	1%	-6%	0%	0%	23%	-68%	-26%
29	O=C(Nc1ccc2nc(SCC(=O)N3CCCC3)sc2c1)c1ccccc1	2	2%	-5%	-13%	-6%	0%	41%[activator]	-6%[59 µM]	-3%
30	COC(=O)[C@H](CC(C)C)NC(=O)NCCCc1ccccc1	-2	0%	2%	-2%	-28%	-5%	34%[activator]	23%	9%

# Continued; it opens with the two that closed the last part.
entry	mol	PI4K2A inh	PGK inhibitor	BAZ2B inh	GLS inh	Pol eta inh	Pin1 inhibitor	HP1b chromo inh	G9a block	JMJD2A Tudor
29	O=C(Nc1ccc2nc(SCC(=O)N3CCCC3)sc2c1)c1ccccc1	2	2%	-5%	-13%	-6%	0%	41%[activator]	-6%[59 µM]	-3%
30	COC(=O)[C@H](CC(C)C)NC(=O)NCCCc1ccccc1	-2	0%	2%	-2%	-28%	-5%	34%[activator]	23%	9%
31	O=C(NC1CCCC1)C(c1ccncc1)N(Cc1ccccc1)C(=O)c1ccc(-c2ccccc2)[nH]1 (centres undefined)	5	-5%	45µM*	-8%	-20%	27%	-11%	-12%[59 µM]	?
32	CCOC(=O)c1ccc2[nH]c(C)c(CCC(C)=O)c(=O)c2c1	-5	/	11%	-6%	-11%	-3%	29%	53%[activator][59 µM]	-9%
33	O=C(NCc1ccc(F)cc1)C1(c2cccs2)CCOCC1	0&-1	8%&-4%	-4%&8%	-2%&9%	0%&13%	-2%&12%	26%&21%	3%[59 µM]	-6%&-8%
34	COc1ccc(CNC(=O)c2cc3c(=O)n(Cc4cccnc4)ccc3nc2C)cc1	-2	4%	-9%	1%	-5%	-17%	27%	15%[59 µM]	-12%
35	CCCn1c(N)c(C(=O)CSc2nc(C)nc3sc(C)c(C)c23)c(=O)[nH]c1=O	1	-9%	-11%	-12%	2%	0%	30%	22µM*	-16%
36	Cc1nc(C(=O)NCCC(C)C)sc1C1(C)CC(c2cccc([N+](=O)[O-])c2)=NO1 (centres undefined)	3	7%	-9%	5%	-13%	?	-7%	?	-30%
37	COCCNS(=O)(=O)c1ccc2c(c1)C(=O)c1cc(S(=O)(=O)NCCOC)ccc1-2	3	-4%	6%	/	6%	2%	?	-6%[59 µM]	21%
38	O=C(c1cccc(C(F)(F)F)c1)N(c1ccccn1)C1CCCCC1	6	-2%	10%	-4%	-20%	2%	2%	-1%	7%
39	O=C(Oc1ccccc1)N1CCOCC1	7	i	10%	2%	-23%	-4%	21%	10%	-11%
40	NC(=O)c1cnccn1	3&3&3	8%	-7%	-6%&-2%	-1%	-10%	65%[activator]	35%[activator][59 µM]	-8%
41	CCn1nc([N+](=O)[O-])c(C(C#N)c2nc3ccccc3n2C)c(Cl)c1=O (centres undefined)	-2	-5%	40µM*	9%	-11%	-6%	?	?	?
42	COc1ccccc1OCC(=O)N1CCC(c2nc3ccccc3o2)CC1	0	-4%	-4%	3%	-18%	-1%	39%[activator]	8%[59 µM]	8%
43	CC1CCCC(NC(=O)CCNC(=O)c2ccc(Cl)cc2)C1C (centres undefined)	0	-4%	-1%	-4%	-15%	-5%	28%	6%	-3%
44	Cc1cccc(-n2c(Cc3ccccc3)nnc2SCc2ccc([N+](=O)[O-])cc2)c1	-4	-1%	-36%	-1%	-10%	6%	?	-16%[59 µM]	?
45	Cc1ccc2nc(/C(C#N)=C\c3ccc(OC(=O)c4cccs4)cc3)[nH]c2c1	6	/	-16%	?	-20%	?	25%	8%	-8%
46	O=C(NCCSCc1ccccc1)C1CCN(S(=O)(=O)Cc2ccccc2)CC1	-3	i	16%	1%	-10%	-16%	76%[activator]	-9%[59 µM]	7%
47	NS(=O)(=O)c1cccnc1Nc1ccc(Cl)c(Cl)c1	11	-9%	-1%	8%	-8%	0%	34%	-8%[59 µM]	3%
48	Cc1nnc(SCC(=O)N2CCCC(N3CCN(c4ccc(F)cc4)CC3)C2)o1 (centres undefined)	4	-10%	-4%	0%	-23%	-1%	26%	/	-16%
49	COc1cccc(Nc2ccccc2C(=O)O)c1	0	4%	?	23%	-1%	0%	13%	40µM*	-17%
50	Cc1cc(S(=O)(=O)N2CCN(c3ccccn3)CC2)c(C)cc1Cl	-2	-3%	1%	-3%	?	-2%	38%	?	-10%
51	c1ccc2c(NCC3CCCO3)nc(-c3ccncc3)nc2c1 (centres undefined)	-15	-7%	16%	0%	4%	-12%	27%	3%	-3%
52	COC(=O)Cc1c(C)c2ccc(O)c(CNCc3ccc(OC)c(OC)c3)c2oc1=O	-1	-1%	2%	10%	-6%	-16%	64%[activator]	-11%[2.33 µM]	2%
53	O=C(C1CCCN(S(=O)(=O)c2cccc3cccnc23)C1)N1CCN(c2ccc(F)cc2)CC1 (centres undefined)	-4	-6%	-10%	19%	-7%	5%	28%	-17%	-21%
54	Cc1cc(C)cc(-n2nnnc2SCC(=O)Nc2nc(-c3ccc(Cl)cc3)cs2)c1	3	/	-3%	3%	-7%	11%	18%	-2%	-5%
55	Cc1ccc(C)c(NC(=S)NCCCN2CCOCC2)c1	2	2%	0%	-4%	7%	2%	15%	10%	-10%
